CHOP UPR activ = activators of apoptotic arm of unfolded protein response (CHOP). CHO-CHOP luciferase reporter, UPR activation, luminescence; percent of tunicamycin response over DMSO baseline. activation, % at 10 µM. hit rate 0.34% among 330,000;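 active = at 10 µM dose, activation of 40% or more, normalized to positive control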;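 also: 100% = tunicamycin at 10 µg/mL and 0% = DMSO alone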
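System: CHO CHOP reporter cells. Amount: 500 cells per well. Buffer or medium: F12 medium, 10% FBS. Compound dosing: one dose, 10 µM in 0.5% DMSO. Incubation: 6 h compound exposure at 37 °C after overnight seeding. Technique: Steady-Glo luciferase luminescence. Benchmarks: tunicamycin and DMSO controls.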
tim23-1 inh = growth inhibitors of tim23-1 mutant yeast; S. cerevisiae tim23-1 growth, BacTiter-Glo luminescence, 24 h; inhibition, % at 20 µM; hit rate 1.3% among 330,000;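 active = growth inhibition of the mutant yeast at or above 50%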;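 also: temperature-sensitive mutant grown at 25 °C; plate controls were DMSO-treated mutant yeast for no effect and medium wells lacking yeast for full effect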
TIM10 inh = growth inhibitors of TIM10 yeast strain; hit rate 1.4% among 330,000; S. cerevisiae TIM10 strain growth, BacTiter-Glo luminescence, 24 h; inhibition, % at 10 µM;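 active = inhibition of 40% or more at the single tested concentration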;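 also: wild-type TIM10 isogenic control strain grown at permissive 25 °C; 0% = DMSO yeast wells and 100% = minimal medium wells without yeast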
697 NFkB inh = lowers PMA/ionomycin-induced NF-kB signal in 697 B cells. AID 435022. 697 B-cell NF-kB luciferase reporter, 16 h. inhibition, % at 4 µM. hit rate 0.33% among 330,000; in the data active = inhibition above about 35%
Mdm2 MdmX PPI = human Mdm2/MdmX binding inhibition; O15151+Q00987; SaOS-2 split-luciferase Mdm2/MdmX complementation, luminescence; inhibition, % at 8 µM; hit rate 3% among 330,000; AID 485346;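 active = inhibition of at least 50% at 8 µM in the primary screen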
Target sequence (O15151 whole entry, looked up): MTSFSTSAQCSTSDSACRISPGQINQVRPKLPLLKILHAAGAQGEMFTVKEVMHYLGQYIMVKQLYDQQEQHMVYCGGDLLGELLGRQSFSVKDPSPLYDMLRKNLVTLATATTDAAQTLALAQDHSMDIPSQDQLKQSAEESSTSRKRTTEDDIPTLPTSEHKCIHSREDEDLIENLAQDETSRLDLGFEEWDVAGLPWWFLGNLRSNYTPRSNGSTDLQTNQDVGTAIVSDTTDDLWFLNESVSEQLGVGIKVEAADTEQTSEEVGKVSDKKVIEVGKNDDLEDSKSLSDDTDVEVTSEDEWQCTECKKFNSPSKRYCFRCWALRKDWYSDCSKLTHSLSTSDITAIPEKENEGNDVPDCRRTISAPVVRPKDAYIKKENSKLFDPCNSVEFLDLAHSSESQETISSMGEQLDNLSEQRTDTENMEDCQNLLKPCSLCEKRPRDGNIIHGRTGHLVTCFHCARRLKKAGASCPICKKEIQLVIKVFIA
Target sequence (Q00987 whole entry, looked up): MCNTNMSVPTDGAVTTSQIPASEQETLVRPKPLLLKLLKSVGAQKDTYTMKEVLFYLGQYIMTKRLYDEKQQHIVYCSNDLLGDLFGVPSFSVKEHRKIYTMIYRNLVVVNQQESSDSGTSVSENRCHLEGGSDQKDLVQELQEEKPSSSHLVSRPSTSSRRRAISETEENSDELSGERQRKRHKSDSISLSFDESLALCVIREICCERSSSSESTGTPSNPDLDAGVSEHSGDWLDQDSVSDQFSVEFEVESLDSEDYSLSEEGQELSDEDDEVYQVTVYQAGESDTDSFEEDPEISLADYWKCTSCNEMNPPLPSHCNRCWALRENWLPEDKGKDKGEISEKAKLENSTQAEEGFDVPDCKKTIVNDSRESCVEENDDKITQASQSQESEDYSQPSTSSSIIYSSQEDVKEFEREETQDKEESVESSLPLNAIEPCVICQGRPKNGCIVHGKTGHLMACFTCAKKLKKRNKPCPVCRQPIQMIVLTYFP
XBP1 UPR activ = adaptive UPR (XBP1) activation. CHO-XBP1 luciferase reporter, IRE1-XBP1 UPR activation, luminescence; percent of tunicamycin response, DMSO as zero. activation, % at 20 µM. hit rate 0.33% among 330,000. AID 463104;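 active = versus positive control, 20 µM dose yields 30% or more activation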;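 also: 100% = tunicamycin at 10 µg/mL and 0% = DMSO only wells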
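assay system = CHO-XBP1 luciferase reporter cells | amount = 1000 cells/well | buffer or medium = F12 plus 10% FBS | compound dosing = single point, 20 µM final compound, 1% DMSO | incubation = 16-18 h cell attachment at 37 °C, then 6 h compound exposure | detection = Steady-Glo luminescence read | controls = tunicamycin 10 µg/mL and vehicle-only wells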
tim10-1 inh = growth inhibitors of tim10-1 mutant yeast; S. cerevisiae tim10-1 ts strain growth, BacTiter-Glo, 24 h; inhibition, % at 20 µM; hit rate 2.2% among 330,000; AID 463190;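 active = inhibition of at least 40%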;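 also: mutant grown at 25 °C; 0% = DMSO wells with yeast and 100% = wells holding no yeast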
Jurkat NFkB inh = lowers PMA/ionomycin-induced NF-kB signal in Jurkat cells | PMA/ionomycin-induced NF-kB luciferase reporter, luminescence | inhibition, % at 4 µM | hit rate 0.53% among 330,000 | AID 435003; in the data active = inhibition above about 50%
* marks the source's active call; other numbers are inactive results; x = not tested or not shown. Not a hit list; overall some 6.6% were active at least once.

SMILES	CHOP UPR activ	tim23-1 inh	TIM10 inh	697 NFkB inh	Mdm2 MdmX PPI	XBP1 UPR activ	tim10-1 inh	Jurkat NFkB inh
N#Cc1cccnc1N1CCC(C(N)=O)CC1	3.5	8	10	10	-8	0	-3	5
CC1(C)CC(=O)C(Sc2ccc(Br)cc2)=C(O)C1	4.6	47	36	25	-23	-2	31	-3
O=C1N/C(=N/N=C/c2ccc(O)cc2)SC1Cc1ccccc1 (stereo not drawn)	0.0	7	-24	-7	1	1	-6	-2
CCCCCc1nnc(NC(=O)c2cccc(S(=O)(=O)N3CCOCC3)c2)s1	0.2	27	13	-3	-4	-3	22	4
Clc1ccc(-c2csc(N/N=C/c3cccnc3)n2)c(Cl)c1	0.1	9	14	-18	18	2	0	-6
Cc1cc(-c2n[nH]c(=S)n2/N=C/c2sccc2C)n[nH]1	0.3	19	-2	11	23	-1	8	11
COC(=O)Cn1cnc2sc(C)c(S(=O)(=O)N3CCN(c4ccccc4OC)CC3)c2c1=O	-0.8	2	1	9	29	-2	2	2
CCNS(=O)(=O)c1ccc(NC(=O)c2ccccc2SCCOC)cc1	-1.1	20	2	1	-5	0	39	-3
COc1ccc(C(=O)N2CCN(c3ccccn3)CC2)cc1[N+](=O)[O-]	-0.2	16	2	12	7	-2	-8	-8
O=C1C(Cc2ccccc2)Nc2ncnc(N3CCOCC3)c2N1Cc1ccc(Cl)cc1 (stereo not drawn)	0.9	23	6	13	9	0	29	5
COc1ccc(S(=O)(=O)Nc2ccc(N3CCOCC3)cc2)cc1Br	1.0	10	23	-20	-23	0	25	2
COc1ccc(C(=O)NCCS(=O)(=O)NCc2cccs2)cc1	1.9	-11	-11	4	14	-2	-24	-7
Cc1ccc(NC(=O)CCC(=O)NNS(=O)(=O)c2ccc(Cl)cc2)cc1C	-0.7	-14	9	-17	21	-3	-30	-8
Cc1ccc(S(=O)(=O)N2CCCC2CNC(=O)C(=O)Nc2ccc(F)cc2F)cc1 (stereo not drawn)	4.8	37	4	-5	1	-3	27	3
CCCN(C(=O)Cc1c(C(=O)O)n(C)c2ccccc12)c1cccc(C)c1	-0.6	23	-5	3	-3	-7	38	2
COc1ccc(-n2cnnc2SCC(=O)Nc2cccc([N+](=O)[O-])c2)cc1	-2.2	-28	-25	-10	12	0	-27	17
CC(C)(C)NC(=O)C1CCC(CNc2c(N3CCCCC3)c(=O)c2=O)CC1 (stereo not drawn)	-0.5	-4	-8	14	12	-1	-3	-5
COc1ccc(N2C(=O)CCC(C(=O)c3ccccc3)=C2C)cc1	-0.9	27	13	10	15	-2	30	2
CC1CCN(S(=O)(=O)N2CCC(C(=O)NCCC3=CCCCC3)CC2)CC1	-0.7	9	4	9	-2	2	8	11
CC(=O)NC(=S)Nc1ccc(NC(=S)NC(=O)c2cccs2)cc1	1.0	-5	-11	-21	47	-2	-18	10
Cc1c(S(=O)(=O)Nc2cc(Cl)ccc2Cl)c(=O)n(C)c(=O)n1C	-0.1	20	10	7	-9	-2	22	2
O=C(O)c1ccccc1-c1ccccc1C(=O)Nc1nccs1	-1.6	10	6	12	21	-1	7	0
Cc1ccc(Nc2nc(-c3ccc(F)cc3)cs2)nc1	5.0	14	10	-187	-188	-3	11	-175
Cc1ccc(OCC(=O)Nc2cc(C)on2)c([N+](=O)[O-])n1	1.1	16	-14	4	-1	0	26	-11
Cc1cc(C(=O)CSc2nnnn2-c2ccc(Cl)cc2)c(C)n1CC1CCCO1 (stereo not drawn)	-0.8	0	-1	-15	36	8	9	5

The listing continues.
SMILES	CHOP UPR activ	tim23-1 inh	TIM10 inh	697 NFkB inh	Mdm2 MdmX PPI	XBP1 UPR activ	tim10-1 inh	Jurkat NFkB inh
COC(=O)CCC(=O)OC1(C)C(=O)C2=CN(C3CCCC3)C(c3ccc(OC)cc3)=CC2=C(Br)C1=O (stereo not drawn)	0.9	4	4	17	-3	-2	6	-9
Cc1ccc(S(=O)(=O)Nc2ccc3c(c2)C(=O)N([C@H](C)CO)C[C@H](C)[C@@H](CN(C)Cc2ccc(-c4ccccc4)cc2)O3)cc1	4.1	2	3	-3	77*	8	11	-6
CC(C)NC(=O)COc1ncnc2sccc12	0.0	-12	-13	14	-36	-1	9	-4
CNc1snc(C)c1C(=O)OC(C)C(=O)Nc1cccc(OC)c1 (stereo not drawn)	-2.9	18	-8	-12	12	-2	4	0
COC(=O)c1cccc(C23CC4(C2)[C@H](CN(Cc2ccc(C(F)(F)F)cc2)[C@@H]4c2ccccc2)C3c2ccc(Cl)nc2)c1 (stereo partly drawn)	1.9	1	7	17	11	-2	10	-10
CC1(C)Oc2ccc3ccc(=O)oc3c2/C(=C/NCCN/C=C2\C(=O)C(C)(C)Oc3ccc4ccc(=O)oc4c32)C1=O	0.6	6	9	-13	-13	-4	5	-10
O=C(CC1C(=O)NCCN1Cc1c(F)cccc1Cl)NC1CCCCCC1 (stereo not drawn)	2.3	-2	-4	6	-11	1	17	6
CC[n+]1c(C)cc(C)n1-c1ccccc1	2.5	0	-2	9	14	1	5	0
COc1ccc(CCNC(=O)COc2ccccc2[N+](=O)[O-])cc1OC	-0.7	11	-4	-18	20	2	13	-7
CN(CC(=O)Nc1ccc(F)cc1)C(=O)c1ccc(N2C(=O)CCC2=O)cc1	-0.1	-13	0	13	-5	3	-18	-4
CCOC(=O)Cc1cnc(NC(=O)CSc2nc(C)cc(C)n2)s1	-2.4	2	4	-3	5	0	3	7
Cc1ccc(Nc2nc(-c3cccnc3)nc3ccccc23)cc1	1.7	56*	-13	-65	63*	-1	26	41
C=C1CCN(Cc2ccccc2)S(=O)(=O)c2ccccc21	0.0	9	-24	20	12	-1	-33	-2
Cc1ccc(NC(=O)CN2C(=O)NC3(CCc4ccccc43)C2=O)cc1Cl (stereo not drawn)	-1.5	12	4	-25	-14	1	7	-8
CCOC(=O)c1c(NC(=O)CSc2nnnn2C)sc(C(=O)N(C)C)c1C	-2.1	6	-2	0	-7	1	-1	10
COc1ccc(/C=N/NC(=O)c2[nH]nc3c2CCc2ccccc2-3)cc1OC	1.5	3	21	-11	56*	20	19	42
O=C(c1ccc(F)cc1)N(Cc1ccccc1)C1CCS(=O)(=O)C1 (stereo not drawn)	-1.4	-3	1	1	13	-5	2	0
OC1(c2ccc(Cl)cc2)CCN(Cc2c[nH]c3ccccc23)CC1	1.4	4	1	16	32	-1	-4	-5
Cc1ccc(C(=O)O/N=C(\N)c2cccc([N+](=O)[O-])c2)cc1	3.2	25	39	-110	10	-3	52*	-126
COc1ccc(C(C#N)c2nc3ccccc3nc2Cl)cc1 (stereo not drawn)	-0.7	-4	-33	-11	52*	8	1	4
COc1cccc(C(=O)NCCn2ccc3ccccc32)c1	4.8	8	-2	-99	-65	8	-1	-66
CCCCNC(=O)COn1nnc2ccc(S(=O)(=O)N3CCOCC3)cc21	0.7	-8	7	28	7	-2	3	4
Cc1ccc(C)c(CS(=O)(=O)c2cn(CC(=O)N3CCC(C)CC3)c3ccccc23)c1	0.3	18	29	3	5	1	21	-1
COc1ccc(C)cc1NC(=O)CSc1nnc(-c2ccc(Br)cc2)o1	-1.9	18	-3	4	-62	0	-5	-26
O=C1NC2(CCCCC2)C(=O)N1Cc1cc(=O)n2ccsc2n1	0.8	-3	-4	13	6	-3	-11	2

Reprinted from the part before: 2 entries, then new ones.
SMILES	CHOP UPR activ	tim23-1 inh	TIM10 inh	697 NFkB inh	Mdm2 MdmX PPI	XBP1 UPR activ	tim10-1 inh	Jurkat NFkB inh
COc1ccc(C)cc1NC(=O)CSc1nnc(-c2ccc(Br)cc2)o1	-1.9	18	-3	4	-62	0	-5	-26
O=C1NC2(CCCCC2)C(=O)N1Cc1cc(=O)n2ccsc2n1	0.8	-3	-4	13	6	-3	-11	2
Cc1onc(-c2ccccc2Cl)c1C(=O)Nc1ccc(S(=O)(=O)NCC2CCCO2)cc1 (stereo not drawn)	-2.2	14	6	15	8	-4	9	3
CCOc1c(C)cnc2c1c(=O)n(Cc1ccccc1Cl)c(=O)n2C	3.6	32	0	-24	0	-2	27	-5
CCOC(=O)/C(C#N)=C\C=C1C=CN(C)C=C1	0.2	-6	-2	-46	-9	0	-12	-72
CCOC(=O)C1=C(C)c2ccccc2OC1(C)C(=O)OCC (stereo not drawn)	0.9	39	-5	7	11	1	13	x
COc1ccc(C2=NOC(C(=O)NCCN3CCOCC3)C2)cc1 (stereo not drawn)	2.0	-3	-11	12	-30	1	2	-6
CCC(=O)Nc1ncc2c(n1)CC(c1ccco1)CC2=O (stereo not drawn)	-2.6	22	12	-14	0	-3	19	-1
COc1ccc(COC(=O)c2cccc(S(=O)(=O)N3CCCC3)c2)cc1F	1.2	23	6	8	19	-2	19	15
COC(=O)CCC(=O)N1CCCC(CO)(Cc2ccccc2C)C1 (stereo not drawn)	-2.9	9	10	4	12	-2	9	1
CC(=O)c1cccc(NC(=O)CCNS(=O)(=O)c2cccc3nonc23)c1	-0.2	17	0	16	16	0	11	5
Cc1cc(OC(=O)c2ccccc2[N+](=O)[O-])c([N+](=O)[O-])c(=O)[nH]1	0.9	13	3	-10	8	-2	7	2

Among those listed so far, these have fluorine:
SMILES	CHOP UPR activ	tim23-1 inh	TIM10 inh	697 NFkB inh	Mdm2 MdmX PPI	XBP1 UPR activ	tim10-1 inh	Jurkat NFkB inh
Cc1ccc(S(=O)(=O)N2CCCC2CNC(=O)C(=O)Nc2ccc(F)cc2F)cc1 (stereo not drawn)	4.8	37	4	-5	1	-3	27	3
Cc1ccc(Nc2nc(-c3ccc(F)cc3)cs2)nc1	5.0	14	10	-187	-188	-3	11	-175
COC(=O)c1cccc(C23CC4(C2)[C@H](CN(Cc2ccc(C(F)(F)F)cc2)[C@@H]4c2ccccc2)C3c2ccc(Cl)nc2)c1 (stereo partly drawn)	1.9	1	7	17	11	-2	10	-10
O=C(CC1C(=O)NCCN1Cc1c(F)cccc1Cl)NC1CCCCCC1 (stereo not drawn)	2.3	-2	-4	6	-11	1	17	6
CN(CC(=O)Nc1ccc(F)cc1)C(=O)c1ccc(N2C(=O)CCC2=O)cc1	-0.1	-13	0	13	-5	3	-18	-4
O=C(c1ccc(F)cc1)N(Cc1ccccc1)C1CCS(=O)(=O)C1 (stereo not drawn)	-1.4	-3	1	1	13	-5	2	0
COc1ccc(COC(=O)c2cccc(S(=O)(=O)N3CCCC3)c2)cc1F	1.2	23	6	8	19	-2	19	15

Source: PubChem BioAssay (Sanford-Burnham Center for Chemical Genomics)
